# Bioassay records as filed in PubChem.
# Epigenetic derep – epigenetic control regulation, reporter derepression. murine LDR cells, GFP reporter derepression, 30 h. Potency, µM (highest dose often 53.9 µM), for the others: top-dose GFP activation, most hits filed as activators. actives 0.2% (n = 280,000). AID 1865; note: potency is the fitted concentration of half-maximal effect; % of control where 0% means no effect; nearly all actives have a fitted effect of over 60% in size
#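 GFP-positive cell count by laser-scanning cytometry (objects 20–120 um) after 30 h, 37 C compound exposure of murine LDR cells; reporter is CMV-GFP integrated at a silenced locus, inducible by HDAC or DNMT inhibitors.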
# GLA spleen mod – alpha-galactosidase A (human) modulation | P06280 | human spleen homogenate, 4MU-alpha-Gal fluorescence, 40 min | Potency, µM (doses to about 80 µM), for the others: top-dose activity change, negative = inhibition, usual class: inhibitors | actives 0.008% (n = 240,000) | AID 2107;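 note: potency is the fitted concentration of half-maximal effect; 0% = enzyme with vehicle and -100% = no enzyme basal signal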
#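 Fluorogenic readout (Ex 365/Em 440 nm) of 4-methylumbelliferone released from 1 mM 4-MU-alpha-galactoside by spleen homogenate, 40 min at 37C, pH 5.0. Data normalized to no-enzyme and enzyme controls; Hill-equation AC50 from compound titrations.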
# TRb SRC2 PPI – TRbeta-SRC2 interaction inhibition. P10828. TRbeta-SRC2 peptide binding, fluorescence polarization; receptor liganded with 1 µM T3. Potency, µM (titrated, usually from 106 µM), for the others: top-dose activity change, negative = inhibition, usual class: inhibitors. actives 0.065% (n = 280,000). AID 1469;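 note: potency is the fitted concentration of half-maximal effect; plate controls were bound peptide for no effect and peptide without receptor for full effect; nearly all actives have a fitted effect of over 50% in size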
#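 Compounds were added to 0.6 uM TRb ligand-binding domain and 20 nM Texas Red-labeled SRC2 peptide in Tris buffer containing 1 uM T3, incubated 5 hr at ambient temperature, then read by fluorescence polarization.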
# Tau fluor counter – counter-screen for tau fibril formation inhibitors; actives 0.93% (n = 280,000); Potency, µM (series often up to 57.7 µM), without a hit: at the top dose activity change, negative = decrease; tau K18 P301L Alexa594 fluorescence, heparin fibrillization; note: potency is the fitted concentration of half-maximal effect; % is set by controls: 0 for no effect and ±100 for the full control effect; nearly all actives have a fitted effect of over 55% in size
#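 Human tau K18 P301L (15 uM unlabeled, 0.24 uM Alexa 594-labeled) in 100 mM sodium acetate pH 7 with 20 uM heparin, 6 hr at 37 C. ThT 30 uM added, 1 hr ambient; Alexa 594 FP and total fluorescence read at 555/632 nm.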
# Tau fibril FP – inhibitors of human tau fibril formation | K18 P301L tau heparin fibrillization, Alexa594 FP, 6 h | Potency, µM (doses to about 57.7 µM), without a hit: at the top dose activity, negative = inhibition, hits mostly inhibitors | actives 0.39% (n = 280,000); note: potency is the fitted concentration of half-maximal effect; % is set by controls: 0 for no effect and ±100 for the full control effect; nearly all actives have a fitted effect of over 55% in size
# Target sequence (P10636 561-689 P618L limits assumed): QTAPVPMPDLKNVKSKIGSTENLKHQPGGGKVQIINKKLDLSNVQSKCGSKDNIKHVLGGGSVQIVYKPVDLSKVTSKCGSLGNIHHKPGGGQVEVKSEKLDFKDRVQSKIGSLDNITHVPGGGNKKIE
#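 Heparin (20 uM) drove fibril formation of recombinant tau K18 P301L, 15 uM unlabeled with 0.24 uM Alexa 594 label, for 6 hr at 37 C in 100 mM sodium acetate pH 7. Fluorescence polarization (555/632 nm) read 1 hr after 30 uM ThT.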
# NPSR antag – blocks cAMP signaling of the human neuropeptide S receptor. Potency, µM (highest dose often 38.3 µM), inactives show at the highest dose activity change, negative = inhibition, usual class: inhibitors. Q6W5P4. CHO-NPSR cells, cAMP TR-FRET, antagonist mode. actives 1% (n = 220,000). AID 1461; note: potency is the fitted concentration of half-maximal effect; % is set by controls: 0 for no effect and ±100 for the full control effect; nearly all actives have a fitted effect of over 50% in size; many of its hits are not listed in these tables
# TR SRC2 fluor cs – alters Texas Red total fluorescence, flagging assay interference; Potency, µM (top dose mostly 106 µM), for inactives: at the top dose fluorescence change, negative = quenching; actives 0.29% (n = 280,000); TRb/SRC2 Texas Red total fluorescence interference; active = well fitted curve in either direction with a large enough effect; inconclusive = small, poorly fitted or top-dose-only effect; note: potency is the fitted concentration of half-maximal effect; % is set by controls: 0 for no effect and ±100 for the full control effect
#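 Flags fluorescent or light-absorbing compounds by total fluorescence, S + 2P, at 555 nm excitation and 632 nm emission. Mixture: 20 nM Texas Red SRC2 peptide, 0.6 uM human TRb LBD, 1 uM T3, 5% DMSO; compound exposure 5 h at ambient temperature.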
# CBFb-RUNX1 inh – blocks binding between human CBF-beta and RUNX1 | Q01196+Q13951 | AlphaScreen CBFb-His/RUNX1-biotin binding, biochemical | Potency, µM (doses to about 59.8 µM), for the others: at the highest dose activity, negative = inhibition, usual class: inhibitors | 230,000 tested, under 10 active; note: % of control where 0% means no effect
# Target sequence (Q01196 whole entry, looked up): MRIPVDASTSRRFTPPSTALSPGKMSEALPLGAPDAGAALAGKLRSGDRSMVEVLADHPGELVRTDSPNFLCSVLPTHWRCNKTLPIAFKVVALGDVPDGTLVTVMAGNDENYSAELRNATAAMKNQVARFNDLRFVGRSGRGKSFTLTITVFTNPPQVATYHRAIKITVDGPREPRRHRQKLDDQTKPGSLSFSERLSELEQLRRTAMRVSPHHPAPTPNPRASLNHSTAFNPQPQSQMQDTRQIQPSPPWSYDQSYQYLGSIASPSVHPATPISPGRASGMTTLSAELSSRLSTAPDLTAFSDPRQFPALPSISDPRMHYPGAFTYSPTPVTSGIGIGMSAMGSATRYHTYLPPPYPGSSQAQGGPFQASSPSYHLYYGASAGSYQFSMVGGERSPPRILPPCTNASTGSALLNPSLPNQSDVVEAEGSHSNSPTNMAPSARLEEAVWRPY
# Target sequence (Q13951 whole entry, looked up): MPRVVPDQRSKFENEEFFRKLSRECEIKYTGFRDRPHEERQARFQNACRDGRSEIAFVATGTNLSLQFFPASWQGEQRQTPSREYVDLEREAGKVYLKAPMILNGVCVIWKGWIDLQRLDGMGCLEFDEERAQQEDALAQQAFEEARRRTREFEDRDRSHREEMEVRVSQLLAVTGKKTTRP
#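 Inhibition was taken as any reduction in AlphaScreen signal from the CBF-beta–RUNX1 pair (His and biotin tags, 30 nM each), measured after compound (15 min) and bead (90 min) incubations at room temperature.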
# * = called active by the depositor; ? = inconclusive; . = not tested or not shown; [ ] = remark or other dose. Unless noted, calls come from the whole dose curve; as a rule, active = well fitted curve in the direction sought with a large enough effect; inconclusive = small, poorly fitted or top-dose-only effect, or another doubt; inactive = no such curve, though single readings can be large; an effect the other way counts as inactive or inconclusive. An excerpt, so the mix of outcomes need not match the whole.
SMILES,Epigenetic derep,GLA spleen mod,TRb SRC2 PPI,Tau fluor counter,Tau fibril FP,NPSR antag,TR SRC2 fluor cs,CBFb-RUNX1 inh
O=C(NC1CCCC1)C(c1ccccc1)N(C(=O)c1ccco1)C1CCCC1 (stereo not given),0.0%,1%,5%,-2%,1%,-12%[46.1 µM],-2%,13%
C(=N\NC1=Nc2cccc3cccc1c23)/c1ccccn1,?,-7%,7%,?,4%,-54%,-8%,.
COc1ccc(/C=N/N2CCN(c3ccncc3S(=O)(=O)N3CCCCC3)CC2)cc1,-1.0%,-9%,5%,-18%,3%,-28%[46.1 µM],1%,-2%
CCc1ccc(-n2nnc(-c3nc(-c4cccs4)no3)c2N)cc1,3.6%,.,0%,0%,-11%,.,0%,.
Cc1ccccc1CSc1nc2ccsc2c(=O)n1CCC(C)C,-0.2%,.,6%,-4%,-6%,.,-3%,.
CCC1=C2CC[C@H]3C(=O)N(CC(=O)OC)C(=O)[C@H]3[C@H]2[C@@]2(C)C(=NCCc3c[nH]c4ccccc34)OC(=O)N2C1=O,1.6%,-1%,1%,-11%,0%,.,-7%,5%
CN(C)c1ccc(CN2CCCC(O)C2)cc1 (stereo not given),0.4%,2%,-6%,5%,-3%,-14%[46.1 µM],-1%,-2%
CC(=O)OC(C)(C)C1Cc2cc3ccc(=O)oc3cc2O1 (stereo not given),-1.2%,21%,-1%,-5%,-2%,.,2%,.
Nc1nc(SCc2nc(-c3ccccc3)no2)[nH]c(=O)c1-c1ccccc1,-2.8%,4%,2%,-13%,3%,16%[46.1 µM],0%,-9%
CCCNC(=O)Nc1cc(S(=O)(=O)CC)ccc1O,-2.6%,8%,-5%,-8%,8%,2%,0%,0%
COCCN1CN=C(Nc2nc(C)c3ccc(C)cc3n2)NC1,3.0%,0%,2%,-3%,-1%,-2%[7.67 µM],1%,2%
Cc1ccc(-c2nc(CN(Cc3cnn(C)c3)C(C)C)c(C)o2)o1,-3.1%,21%,0%,-12%,-2%,-15%,-1%,-1%
O=C(NC(Cc1c[nH]c2ccccc12)c1nnc2n1CCCCC2)c1ccccc1 (stereo not given),-0.9%,0%,-4%,-4%,-2%,-8%[46.1 µM],-2%,-2%
CC(=O)c1cccc(NC(=O)Cn2c(-c3cncs3)nc3ccccc32)c1,-1.6%,.,-2%,-6%,-9%,.,-5%,.
COc1ccc(-n2cc(-c3ccc(C)cc3)[n+]3c2SCC3)cc1,2.1%,-8%,2%,-3%,-5%,8%[46.1 µM],-4%,2%
Cc1cccc(OCCNC(=O)c2ncn[nH]2)c1,-1.0%,-6%,-9%,4%,0%,0%[46.1 µM],-2%,2%
COc1ccc(C)cc1N(CC(=O)NC1CCCC1)C(=O)CCC(=O)Nc1cc(C)on1,-1.9%,9%,-5%,-3%,1%,-14%[46.1 µM],-1%,3%
COc1ccc(-c2cc(-c3ccc(OC)c(OC)c3)n[nH]2)c(O)c1,4.8%,-11%,-13%,16µM*[quencher],2%,-15%[46.1 µM],-12%,-15%
Cc1ccc2c(c1)N(CCCC(=O)NCC1COc3ccccc3O1)C(=O)CO2 (stereo not given),0.0%,8%,1%,-13%,-7%,-20%[46.1 µM],-5%,3%
c1ccc(CN(Cc2ccccc2)c2nn[nH]n2)cc1,-0.5%,3%,-12%,6%,0%,-7%,-4%,0%
O=C(O)C1C2CCC(O2)C1C(=O)Nc1ccc(F)cc1 (stereo not given),-0.2%,3%,-1%,4%,5%,1%,-1%,-1%
Cc1cc(Br)ccc1OCCCCNCCO,-2.0%,4%,-7%,-3%,-12%,14%[46.1 µM],-3%,3%
CCOC(=O)CC1(c2ccc(OC)c(OC)c2)C(=O)c2ccccc2C1=O,0.5%,-1%,2%,-17%,-5%,-2%,-1%,-3%
Cc1cc(Cl)ccc1OCC(=O)N/N=C1\CCCc2ccccc21,-3.0%,4%,-7%,-13%,-2%,-8%[46.1 µM],-3%,1%
O=C(NCC1CCCO1)C1CCCN1C(=O)Nc1ccc(Cl)cc1 (stereo not given),1.1%,-5%,-4%,-4%,7%,-18%,-7%,1%
Cc1ccc(OCC(=O)N(Cc2cccs2)C2CCS(=O)(=O)C2)cc1C (stereo not given),-1.3%,6%,6%,-6%,-5%,2%,-2%,4%
CC(=O)c1ccc(NC(=S)NC(C)CCc2ccccc2)cc1 (stereo not given),-4.3%,-7%,-2%,?,?,26%,-2%,11%
CC1(C)CC(=O)c2cnc(NC(=O)Cc3ccc(Cl)cc3)nc2C1,-0.8%,-12%,15%,-5%,0%,-16%[46.1 µM],3%,7%
Nc1c(C(=O)c2ccc(Br)s2)oc2ccccc12,0.8%,-2%,-4%,?,13%,-3%[46.1 µM],-5%,28%
CCN(c1cccc(C)c1)c1ncnc2c1cnn2-c1cccc(Cl)c1,2.4%,.,0%,-8%,-1%,.,-1%,.
COc1ccc2oc(C(F)(F)C(F)(F)F)cc(=O)c2c1,-0.9%,-8%,-5%,-3%,-1%,-4%[46.1 µM],-2%,6%
COC(=O)c1ccc(NC(=O)Nc2cccc(F)c2)cc1,3.4%,-1%,0%,?,?,23%,-1%,16%
Cc1ccc(NC(=O)C(=Cc2ccc(C(=O)O)cc2)C(=O)Nc2ccc(C)cc2C)c(C)c1,-1.6%,8%,-1%,1%,3%,?,0%,-2%
Fc1cccc(/C=N/NC(=S)Nc2ccccc2Cl)c1,2.1%,3%,-3%,-8%,-3%,13%,-2%,1%
COc1ccc(C2CC(=O)c3c(O)cc(OC4OC(COC5OC(C)C(O)C(O)C5O)C(O)C(O)C4O)cc3O2)cc1O (stereo not given),2.3%,4%,-10%,-4%,-2%,.,0%,3%[21.7 µM]
Cc1ccc(C(=O)Nc2ccc3c(c2)OCO3)cc1S(=O)(=O)N1CCCC1,-6.3%,5%,-16%,-19%,-1%,-16%[46.1 µM],0%,3%
CCCN(CCC)CCCNC(=O)Cn1ncc2c3ccccc3n(Cc3ccccc3)c2c1=O,6.7%,.,1%,-4%,2%,.,-1%,.
CCC(c1nc2ccccc2c(=O)n1CCCn1ccnc1)N1C(=O)c2ccccc2C1=O (stereo not given),0.0%,-10%,-4%,5%,1%,-13%[46.1 µM],-2%,-2%
CCCn1c2ccccc2c2cnn(CC(=O)Nc3cc(C)c(Cl)cc3OC)c(=O)c21,0.0%,.,-4%,-8%,2%,.,20µM*[quencher],.
Cc1ccc(/C=C2\S/C(=N/S(=O)(=O)c3cccs3)NC2=O)cc1,7.9%,1%,-5%,-14%,0%,?,-3%,-6%

# Quoted at random: 3 records from the list.
SMILES,Epigenetic derep,GLA spleen mod,TRb SRC2 PPI,Tau fluor counter,Tau fibril FP,NPSR antag,TR SRC2 fluor cs,CBFb-RUNX1 inh
COc1ccc(C2CC(=O)c3c(O)cc(OC4OC(COC5OC(C)C(O)C(O)C5O)C(O)C(O)C4O)cc3O2)cc1O (stereo not given),2.3%,4%,-10%,-4%,-2%,.,0%,3%[21.7 µM]
CCCn1c2ccccc2c2cnn(CC(=O)Nc3cc(C)c(Cl)cc3OC)c(=O)c21,0.0%,.,-4%,-8%,2%,.,20µM*[quencher],.
O=C(O)C1C2CCC(O2)C1C(=O)Nc1ccc(F)cc1 (stereo not given),-0.2%,3%,-1%,4%,5%,1%,-1%,-1%

# The list continues.
SMILES,Epigenetic derep,GLA spleen mod,TRb SRC2 PPI,Tau fluor counter,Tau fibril FP,NPSR antag,TR SRC2 fluor cs,CBFb-RUNX1 inh
CCN(CC(=O)NC(C)(C)C)C(=O)C(c1ccccc1)c1ccccc1,-1.4%,0%,-2%,3%,4%,4%,-1%,6%
COc1ccc(Br)cc1CNC(=O)c1cnc2sc(N3CCCC3)nn2c1=O,1.5%,.,1%,-2%,-5%,.,-3%,.
CNc1nnc(-c2ccc(C)cc2)c2ccccc12,-3.4%,-2%,0%,9%,9%,1%,1%,-1%
COc1ccc(Cn2c(SCC(=O)Nc3ccc(OC)cc3)nc3ccccc32)cc1,?,.,5%,?,-15%,.,-2%,.
COC(=O)c1ccc(SCC(=O)NC2CCCC2)c([N+](=O)[O-])c1,-0.9%,-8%,-1%,-15%,-2%,12%,-1%,5%
O=C(Nc1nc(-c2cccs2)cs1)c1ccc(S(=O)(=O)N2CCCCC2)cc1,0.0%,-1%,-6%,-25%,-17%,7%[46.1 µM],-2%,9%
CCCN(CCC)C1=CC(=[N+]2CCCC2)CC(C)(C)C1,1.0%,-7%,-4%,9%,-2%,2%,-1%,6%
Fc1ccccc1/C=C1\CCCC2=C1Nc1ncnn1C2c1ccccc1F (stereo not given),1.4%,0%,10%,-11%,-10%,?,-1%,-17%
NC1=C(c2ccc([N+](=O)[O-])cc2)C(=O)CO1,3.4%,7%,0%,-5%,-2%,12%,-2%,-1%
Cc1cccc(-n2c(=O)c(C#N)cc3c(=O)n4ccccc4nc32)c1,-0.7%,?,7%,-7%,0%,0%[46.1 µM],1%,1%
Cc1sc2ncn(CC(=O)Nc3ccc(F)cc3Cl)c(=O)c2c1S(=O)(=O)N1CCN(c2ncccn2)CC1,-0.1%,.,0%,-9%,-5%,.,6%,.
O=C(NCc1ccc(F)cc1)c1ccc2nc(N3CCCCC3)sc2c1,?,.,4%,-8%,-6%,.,-2%,.
O=C(NC1CCCCC1)NC1CC2CCCC(C1)N2C1CCCC1 (stereo not given),1.1%,3%,1%,3%,4%,0%[46.1 µM],-4%,-1%
Cc1ccc(OCc2nc(C#N)c(NCc3ccc4c(c3)OCO4)o2)cc1,-3.0%,1%,0%,?,4%,-29%[46.1 µM],-5%,?
C=CCN(C(=O)c1cccc(C(F)(F)F)c1)C1(C(=O)Nc2ccccc2)CCN(C(C)C)CC1,-3.5%,19%,-4%,0%,5%,-11%,-2%,6%
CCOC(=O)Cc1csc(NC(=O)C2C3C=CC(C3)C2C(=O)O)n1 (stereo not given),1.0%,12%,-8%,-5%,5%,9%[46.1 µM],-12%,-3%
CC1(C)CC[C@]2(C(=O)O)CC[C@]3(C)C(=CCC4[C@@]5(C)CC[C@H](O)C(C)(C)C5CC[C@]43C)C2C1 (stereo not given in full),0.6%,5%,-2%,-5%,-4%,-3%,1%,-3%[2.36 µM]
